Assay outcomes: PubChem, Broad Institute
Statin myotox sup – suppressors of statin myotoxicity in C2C12 myotubes, primary screen, cell-based, single point, plate reader. C2C12 myotubes + simvastatin, ATP luminescence, 48 h; scaled: DMSO 0, geranylgeraniol control 100. rescue of ATP level, % at 7.49 µM. hit rate 0.78% among 330,000;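 active = mean ATP rescue above about 67%, or every replicate alone reaching that limit, limit read from the data, passing the limit was not always enough; inconclusive = no clear call, values can overlap the other calls; inactive = mean under the limit and some replicate under it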;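 also: myotubes were challenged with 10 µM simvastatin during compound exposure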
PGC1a acetyl inh – inhibitors of PGC1a acetylation signal, primary screen, cell-based, U2OS, AlphaScreen, inhibitor mode; AlphaScreen anti-acetyl-lysine; with virally co-expressed GCN5 acetyltransferase; hit rate 0.17% among 350,000; inhibition, % at 15.6 µM;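 active = every replicate shows inhibition of at least 40%; inconclusive = mean inhibition at least 40% but some replicate below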;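 also: 0% = neutral control wells and 100% = positive control wells; some results beyond the cut were filed as inactive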
Cneo AK release – Cryptococcus neoformans cell lysis inducers, primary screen, AK release luminescence, single concentration; C. neoformans lysis, adenylate kinase release luminescence, 4 h; normalised: neutral wells 0, clomiphene wells 100; lysis activity, % at 15 µM; hit rate 0.2% among 360,000; AID 651654, 2012;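 active = mean lysis activity across replicates of at least 80%, whatever share of replicates individually reach that level; inactive = mean lysis activity below 80%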
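Schedule: static 4 h at 37 °C with compound, 1 h detection; system: C. neoformans cells; benchmarks: Clomiphene as positive control; buffer or medium: fresh YPD medium; measure: luminescence rise reflecting yeast cell lysis; measured by: luminescent adenylate kinase detection reagent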
* marks the source's active call; other numbers are inactive results; ? = inconclusive. Only part of the results is shown; the hit share may differ from the screen's.

Sample of the layout (four entries):
SMILES	Statin myotox sup	PGC1a acetyl inh	Cneo AK release
CS(=O)(=O)Nc1ccc(C(=O)NCc2ccccn2)cc1	3	14	0
COC(=O)c1ccc(Cl)c(NC(=O)CN2CCN(C)CC2)c1	-12	-1	-2
NC(=O)NC(=O)COC(=O)c1ccccc1Oc1ccccc1	-6	8	-2
CCCCC(c1nnnn1CCOC)N1CCN(c2cccc(OC)c2)CC1 (centres undefined)	15	-8	-1

All compounds of this part, repeating the preview:
SMILES	Statin myotox sup	PGC1a acetyl inh	Cneo AK release
CS(=O)(=O)Nc1ccc(C(=O)NCc2ccccn2)cc1	3	14	0
COC(=O)c1ccc(Cl)c(NC(=O)CN2CCN(C)CC2)c1	-12	-1	-2
NC(=O)NC(=O)COC(=O)c1ccccc1Oc1ccccc1	-6	8	-2
CCCCC(c1nnnn1CCOC)N1CCN(c2cccc(OC)c2)CC1 (centres undefined)	15	-8	-1
CCn1c(SCC(=O)NCc2cccs2)nc2c1c(=O)n(C)c(=O)n2C	-2	12	1
Cc1nc2sc(C(c3ccco3)N3CCOCC3)c(O)n2n1 (centres undefined)	-23	-3	-4
CCOC(=O)c1ccc(NC(=O)CSc2nc(C)cc(=O)[nH]2)cc1	-3	-21	-2
CCCOc1ccc(C(=O)N/N=C/c2ccc(-c3ccc(S(=O)(=O)Nc4ncccn4)cc3)o2)cc1	30	5	0
Cc1ccc(S(=O)(=O)N(C)CC(=O)N2CCN(C(=O)c3ccco3)CC2)cc1	9	-25	-1
Cn1c(N2CCC(C(N)=O)CC2)nc2c1c(=O)n(Cc1cccc(Br)c1)c(=O)n2C	-1	2	15
CCn1c(=O)c2c3c(sc2n(C)c1=O)CCC3	-1	24	0
Cc1ccccc1NC(=O)c1ccccc1	-1	3	-1
COc1ccccc1NC(=O)c1ccc2nc(N3C(=O)CCC3=O)sc2c1	20	-10	-1
O=C(CSc1nnc(-c2cccnc2)o1)OC1CCCCC1	0	12	1
O=C(NCCOc1nc(N2CCOCC2)nc(N2CCOCC2)n1)Nc1ccccc1	-3	-15	3
c1csc(-c2ncc3ccccn23)c1	6	3	2
O=C1c2ccccc2C(=O)N1CCc1csc(-c2cccc(F)c2)n1	-7	2	0
COCc1ccccc1Cn1cnc2c1c(=O)n(C)c(=O)n2C	15	4	0
Cc1cc(C)n(C(=O)Cn2nc(C(F)F)cc2C)n1	1	0	-3
O=C1CC(NCc2ccncc2)C(=O)N1c1ccc(Cl)cc1 (centres undefined)	2	-4	0

Single records (already shown). Order of values: Statin myotox sup | PGC1a acetyl inh | Cneo AK release
Cc1nc2sc(C(c3ccco3)N3CCOCC3)c(O)n2n1 (centres undefined) reads -23 | -3 | -4
Cc1ccc(S(=O)(=O)N(C)CC(=O)N2CCN(C(=O)c3ccco3)CC2)cc1 reads 9 | -25 | -1
CCOC(=O)c1ccc(NC(=O)CSc2nc(C)cc(=O)[nH]2)cc1 reads -3 | -21 | -2
Cc1cc(C)n(C(=O)Cn2nc(C(F)F)cc2C)n1 reads 1 | 0 | -3
COC(=O)c1ccc(Cl)c(NC(=O)CN2CCN(C)CC2)c1 reads -12 | -1 | -2

Remaining list, next part
SMILES	Statin myotox sup	PGC1a acetyl inh	Cneo AK release
CCc1cc(=O)[nH]c(SCc2cccnc2)n1	-2	-1	-7
Cc1ccc2c(c1)[nH]c1c(=O)n(CCN3CCCCC3)cnc12	0	-4	3
Cc1c(NC(=O)c2n[nH]c(=O)c3ccccc23)c(=O)n(-c2ccccc2)n1C	-6	9	6
Fc1cccc(Cl)c1Cn1nnc(-c2ccc(N3CCOCC3)cc2)n1	99*	5	1
O=C(NC1CCSC1=O)c1cccc(C(=O)NC2CCSC2=O)c1 (centres undefined)	4	-1	6
Cc1ccc(C(=O)N(c2ccccc2)C2CC(C)N(C(=O)c3ccco3)c3ccccc32)cc1 (centres undefined)	5	-21	3
C=CCn1c(=O)c2c3c(sc2n2c(Nc4ccc(C(=O)OCC)cc4)nnc12)CCCC3	0	-18	0
CCC1CCc2c(c3ccccc3[nH]c2=O)O1 (centres undefined)	10	-4	-2
O=C(O)c1cccn2c(=O)c3ccccc3nc12	-2	-13	-2
CCSc1nnc(NC(=O)C(C(F)(F)F)C(F)(F)F)s1	9	-6	6
CN1CCN(C2=Cc3cc(Cl)ccc3Sc3cc(F)ccc32)CC1	-2	-23	27
CC1(C)C(=O)Nc2ccccc2N1C(=O)COC(=O)C12CC3CC(CC(O)(C3)C1)C2	89*	-8	0
COc1ccc(-n2ccc(-c3nn(-c4cccc(C(F)(F)F)c4)ccc3=O)n2)cc1	0	9	-3
Nc1nc(N2CCCCC2)nc(N2CCCCC2)n1	3	50	1
O=c1oc2ccccc2n1CCc1ccccc1	4	-6	-2
COc1cc2nc(NCC3CCCO3)n3nc(-c4cccnc4)nc3c2cc1OC (centres undefined)	14	-11	9
CCOc1ccc(CCNC(=O)C(C)n2nc(C)n3c(cc4occc43)c2=O)cc1OCC (centres undefined)	11	-18	0
CN1c2ccccc2C(O)=C(C(=S)Nc2ccc(Cl)cc2)S1(=O)=O	-8	7	-2
CC(=O)C(Sc1nc(NC(C)(C)C)nc(N(C)C)n1)C(C)=O	1	-64	-1
CC(C)NC(=O)c1ccccc1NC(=O)CCc1ccccc1	-1	5	1
O=S(=O)(c1cccc(-c2csc(-c3ccccc3)n2)c1)N1CCOCC1	-25	-6	2
CC1CN(S(=O)(=O)c2ccc(NC(=O)CCN3C(=O)c4ccccc4C3=O)cc2)CC(C)O1 (centres undefined)	-4	-11	2
COc1cccc(NC(=O)COC(=O)c2nc3nccc(C)n3n2)c1	6	-6	-4
CCOC(=O)c1cc2occc2n1CC(=O)NC1CCC(C)CC1 (centres undefined)	-1	1	0
O=C(CC1SC(=Nc2ccccc2)N(CCCO)C1=O)Nc1ccc(Cl)cc1 (centres undefined)	18	-69	0
CC(C)N(C(=O)C(F)(F)F)C(C(=O)NC1CCCCC1)c1ccncc1 (centres undefined)	-9	10	0
CCn1c(SCc2ccc(Cl)cc2Cl)nc2nc3c(cc2c1=O)CCCC3	-48	8	-2
COC(=O)Cc1c(C)nc2nc(-c3cccnc3)[nH]n2c1=O	4	-15	4
O=C(O)CCCCCNc1nc(=S)[nH]c2ccccc12	3	5	2
O=C(NCC1COc2ccccc2O1)c1cn(Cc2ccc(F)cc2)nn1 (centres undefined)	0	4	2
CCOC(=O)c1c(NC(C)=O)sc2c(OC(C)=O)cccc12	0	-9	-2
O=C(CN1C(=O)c2ccccc2C1=O)Nc1ccccc1F	-11	21	-2
Cc1cccc(-c2nnc(-c3ccccc3)o2)c1	-11	0	6
NS(=O)(=O)c1cccnc1Nc1cccc(C(F)(F)F)c1	12	-10	6
CCC(=O)Nc1cc(SCCO)cc([N+](=O)[O-])c1	15	0	3
O=C(CSc1nnc(-c2cccnc2)n1-c1ccccc1)Nc1ccccn1	1	6	-2
Cc1ccc(-c2nnc(-c3ccccc3)c(N3CCOCC3)n2)cc1	-36	6	-4
CC(=O)c1sc(NC(=O)c2c(F)cccc2F)nc1C	16	7	0
COc1cccc(OC)c1C(=O)Nc1nc2ccc(S(C)(=O)=O)cc2s1	7	-4	-4
O=C(CSc1nnc2ccccn12)c1ccc(OC(F)F)cc1OC(F)F	7	-3	-1
O=C(OCC(=O)N1N=C(c2ccc(Cl)cc2)CC1c1ccco1)c1ccccc1O (centres undefined)	47	-29	3
Cn1ncc(N=Cc2ccccc2)c1C(N)=O	?	?	0
CCOC(=O)c1c(NC(=O)CSc2nc(C)cc(C)c2C#N)sc(C(C)=O)c1C	-4	-18	-3
Cc1c(C(=O)NCCSCc2c(Cl)cccc2Cl)cccc1[N+](=O)[O-]	6	4	1
COc1ccc(C(CC(=O)Nc2nccs2)n2cccc2)cc1 (centres undefined)	20	-25	-4
O=C(O)C1CC=C(Cl)CC1C(=O)NCc1ccccc1 (centres undefined)	-8	5	-3
c1coc(-c2nnc(NC3=NCCC3)o2)c1	5	-17	1
O=C1NC2(CCc3ccccc32)C(=O)N1CCOc1ccc(Cl)cc1 (centres undefined)	-10	-31	0
CC(=O)Nc1cccc(-c2nnc(-c3ccccc3)o2)c1	-11	-18	1
O=C(Nc1ncc2c(n1)-c1ccccc1OC2)c1ccc(Cl)cc1Cl	-28	3	4

Further records.
SMILES	Statin myotox sup	PGC1a acetyl inh	Cneo AK release
COc1ccc(C(=O)O)cc1S(=O)(=O)Nc1cccc(C(F)(F)F)c1	6	-3	0
C=CCc1c(C)nn(CC(=O)O)c1-c1ccccc1	9	13	16
CCCCN1C(=O)Cc2c1nc(N)c1c(N)nc(N(CCC)CCC)c(C#N)c21	-43	-4	-2
COc1ccc(N2CCN(C(=O)CCCn3c(=O)[nH]c4cc(Cl)ccc4c3=O)CC2)cc1	7	-5	0
Cc1noc(NS(=O)(=O)c2ccc(N3Cc4ccccc4C3=O)cc2)c1C	-2	14	1
C=CCSc1nc(N)c(C(=O)Nc2ccccc2)cc1C#N	1	-16	-3
O=C(c1ccc(Cl)c(S(=O)(=O)N2CCOCC2)c1)N1CCN(Cc2ccccc2)CC1	8	2	-2
CC(C)CC(=O)c1c[nH]c(C(=O)NCCCn2ccnc2)c1	-1	-1	-2
C=CCC(=O)OCCCCCCOc1ccc(C(=O)O)cc1	-12	5	0
COC(=O)c1cccc(NC(=O)c2cc3sccc3n2C)c1	7	3	0
Cc1cc(NC2C3CC4CC(C3)CC2C4)n2nnnc2n1 (centres undefined)	4	0	-1
COc1ccccc1N1CCN(CC(=O)Nc2ccc(C)c(F)c2)CC1	-11	-5	1
C=CCNS(=O)(=O)CC12CCC(CC1=O)C2(C)C (centres undefined)	-2	0	2
O=S(=O)(c1ccc2c(c1)OCCO2)N1CCC(n2nnc3cc(F)ccc32)CC1	-29	-9	0
CCCc1[nH]nc2c1C1(CCOC1C)C(C#N)=C(N)O2 (centres undefined)	-15	8	0
CC(=O)c1ccccc1OCC(O)CN1CCN(C(c2ccccc2)c2ccccc2)CC1 (centres undefined)	35	-12	3
Cc1onc(-c2ccccc2)c1C(=O)N1CCCN(C(=O)c2c(-c3ccccc3)noc2C)CC1	-12	-1	0
Cc1ccc(-c2noc(CSc3ccccc3)n2)cc1	6	-21	-3
Cc1nc(SCC(=O)Nc2ccc(F)cc2)c2oc3ccccc3c2n1	3	2	2
CN(Cc1nc(-c2cccnc2)no1)S(=O)(=O)c1ccccc1	2	7	-1
Cc1ccc(-n2c(CNc3ccc(F)cc3)nnc2SCC(=O)N2CCOCC2)cc1	-17	-2	2
COc1ccc(N2COC3c4cccc5cccc(c45)C32)cc1 (centres undefined)	88*	7	4
